TIM10 inh: growth inhibitors of TIM10 yeast strain | inhibition, % at 10 µM | actives 1.4% (n = 330,000) | S. cerevisiae TIM10 strain growth, BacTiter-Glo luminescence, 24 h;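 active = inhibition of 40% or more at the single tested concentration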;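 note: wild-type TIM10 isogenic control strain grown at permissive 25 °C; 0% = DMSO yeast wells and 100% = minimal medium wells without yeast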
tim10-1 inh: tim10-1 yeast growth inhibition; S. cerevisiae tim10-1 ts strain growth, BacTiter-Glo, 24 h; inhibition, % at 20 µM; actives 2.2% (n = 330,000); AID 463190;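 active = inhibition of at least 40%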;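 note: mutant grown at 25 °C; 0% = DMSO wells with yeast and 100% = wells holding no yeast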
NALP3 yeast inh: blocks the NALP3 inflammasome reconstituted in yeast | actives 0.39% (n = 330,000) | inhibition, % at 10 µM | Yeast reconstituted NLRP3/ASC/caspase-1, beta-gal luminescence, 24 h | AID 2825;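 active = inhibition of 50% or more; inactive = inhibition below 50%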;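 note: plate controls were induced DMSO wells for no effect and uninduced yeast grown without galactose for full effect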
mIAP act: increases mouse intestinal alkaline phosphatase activity; activation factor at 10 µM; actives 0.24% (n = 330,000); muIAP, CDP-Star luminescence, 30 min; hits give high values; 1 = vehicle-only enzyme signal, 0 = enzyme-free wells; AID 2805;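 active = activation factor of at least 2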; note: the source names both 10 and 20 µM as test concentration; values of inactives mirror those of a sister screen read the other way
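System: Mouse IAP enzyme | Also added: CDP-Star substrate | Dosing: Compounds dispensed in DMSO | Schedule: 30 min enzyme-substrate-compound incubation at room temperature | Technique: Chemiluminescence readout | Control set: DMSO-only wells and no-enzyme negative control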
ATG4B inhibitor: ATG4B (human) cysteine protease inhibition; ATG4B cleavage of LC3-PLA2, NBD-HPC fluorescence, 1 h; inhibition, % at 8.33 µM; actives 0.51% (n = 340,000); in the data active = inhibition above about 40%
Target sequence (Q9Y4P1 whole entry, looked up): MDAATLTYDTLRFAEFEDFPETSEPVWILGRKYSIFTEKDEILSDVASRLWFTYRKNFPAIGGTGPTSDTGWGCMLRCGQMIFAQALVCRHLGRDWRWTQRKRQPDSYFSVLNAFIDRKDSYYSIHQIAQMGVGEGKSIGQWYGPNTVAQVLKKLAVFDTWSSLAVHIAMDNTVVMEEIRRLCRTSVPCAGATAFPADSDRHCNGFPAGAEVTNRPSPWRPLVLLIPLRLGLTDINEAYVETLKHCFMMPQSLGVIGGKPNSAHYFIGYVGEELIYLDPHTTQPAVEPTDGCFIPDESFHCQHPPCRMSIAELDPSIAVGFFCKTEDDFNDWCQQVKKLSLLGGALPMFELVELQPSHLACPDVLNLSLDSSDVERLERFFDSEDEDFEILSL
hIAP activ: human IAP activation; AID 2524; purified human IAP, CDP-Star luminescence, 30 min; hits give high values; 1 = vehicle-only enzyme, 0 = enzyme-free background; actives 0.16% (n = 330,000); activation factor at 10 µM;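 active = activation factor of the enzyme at least 2-fold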; note: the source names both 10 and 20 µM as test concentration; values of inactives mirror those of a sister screen read the other way
Target sequence (P09923 whole entry, looked up): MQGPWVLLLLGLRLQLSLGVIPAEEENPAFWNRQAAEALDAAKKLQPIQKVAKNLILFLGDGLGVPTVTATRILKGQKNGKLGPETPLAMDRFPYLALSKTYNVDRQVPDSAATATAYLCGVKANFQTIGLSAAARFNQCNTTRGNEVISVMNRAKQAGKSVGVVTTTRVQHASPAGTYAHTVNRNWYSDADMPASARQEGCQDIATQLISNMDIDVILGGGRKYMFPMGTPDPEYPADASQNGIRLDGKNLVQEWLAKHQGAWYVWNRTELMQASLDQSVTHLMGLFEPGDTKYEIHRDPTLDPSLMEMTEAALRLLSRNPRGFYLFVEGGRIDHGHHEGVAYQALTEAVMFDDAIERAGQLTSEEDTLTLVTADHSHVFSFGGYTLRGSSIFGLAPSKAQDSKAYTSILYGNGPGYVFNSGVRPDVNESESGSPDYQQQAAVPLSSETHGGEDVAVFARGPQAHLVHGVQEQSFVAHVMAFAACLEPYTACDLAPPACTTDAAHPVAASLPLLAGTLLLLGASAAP
hIAP inh: human IAP inhibition | purified IAP, CDP-Star luminescence, 30 min | inhibition, % at 10 µM | actives 0.12% (n = 330,000);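 active = inhibition reaching a set limit with compound at 10 µM in the primary screen, cut at about 35% in these data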;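 note: plate controls were DMSO wells with enzyme for no effect and no-enzyme buffer wells for full effect; values of inactives mirror those of a sister screen read the other way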
Apaf-1 inh: human Apaf-1 inhibition; AID 489030; actives 0.71% (n = 330,000); O14727; inhibition, % at 20 µM; reconstituted apoptosome caspase-3 activity, DEVD-Rh110 fluorescence; active = inhibition of at least 40% at 20 µM;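 note: plate controls were DMSO wells for no effect and DEVD-CHO caspase inhibitor wells for full effect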
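Material: cell-free apoptosome with Apaf-1, procaspase-3 and caspase-9; Buffer or medium: Hepes pH 7.5 with detergent and BSA; Reagent: cytochrome c trigger plus (Z-DEVD)2-Rh110 caspase-3 substrate; Times: compound with Apaf-1, dATP, procaspase-3 30 min, then 50 min reaction, room temperature; Technique: Rh110 fluorescence intensity.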
mIAP inh: blocks mouse intestinal alkaline phosphatase; AID 2806; actives 0.2% (n = 330,000); inhibition, % at 10 µM; purified mouse IAP, CDP-Star luminescence, 30 min;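 active = inhibition of at least 40% at 10 µM in the primary screen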;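 note: plate controls were DMSO with enzyme for no effect and no enzyme wells for full effect; values of inactives mirror those of a sister screen read the other way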
* = called active by the depositor.

SMILES | TIM10 inh | tim10-1 inh | NALP3 yeast inh | mIAP act | ATG4B inhibitor | hIAP activ | hIAP inh | Apaf-1 inh | mIAP inh
CC(=O)c1cccc(NC(=S)NC(=O)c2ccc(C)cc2Cl)c1 | 12 | 12 | 9 | 0.9 | 1 | 0.96 | 4 | 2 | 10
COc1ccc(C(CC(=O)c2ccccc2)S(=O)(=O)c2ccccc2)cc1 (centres undefined) | 1 | 2 | 14 | 0.91 | 1 | 0.93 | 7 | 0 | 9
COc1ccc(NC(=S)N2CCNC(=O)C2CC(=O)Nc2cccc(Cl)c2C)cc1 (centres undefined) | -9 | 23 | 9 | 0.95 | -1 | 0.95 | 5 | 12 | 4
O=C1Nc2ccccc2C(=O)N2C[C@@H](O)C[C@H]12 | 1 | 10 | 6 | 1 | -2 | 0.97 | 3 | -7 | -4
O=C(Nc1ccc2cccnc2c1)c1ccc(Br)cc1 | 13 | 14 | 7 | 0.9 | -1 | 1 | -2 | 13 | 10
O=C(Nc1ccccc1F)N1CCCC1c1cccnc1 (centres undefined) | -7 | -4 | -7 | 1.1 | 2 | 0.9 | 10 | -6 | -6
CC12CCC(=O)N1C(C(=O)Nc1nc3ccc(F)cc3s1)CS2 (centres undefined) | -1 | 2 | 16 | 0.96 | -6 | 0.91 | 9 | -5 | 4
CCS(=O)(=O)c1nc2ccccc2n1Cc1ccccn1 | -9 | 8 | -16 | 1.1 | -3 | 0.98 | 2 | 0 | -14
CN(c1nc(-c2ccccc2)cs1)C1CCS(=O)(=O)C1 (centres undefined) | 14 | 2 | 20 | 1.1 | -1 | 0.95 | 5 | -5 | -12
C/C=C(\C)C(=O)OC(C)(C)[C@@H]1Cc2cc3ccc(=O)oc3cc2O1 | -6 | -15 | 33 | 0.97 | 0 | 1 | -1 | 14 | 3
CCOC(=O)C(C(=O)Nc1ccccn1)C1CCCCC1 (centres undefined) | 0 | 10 | 21 | 1 | -1 | 1.1 | -8 | 4 | -1
CC(C)CCc1noc(CN2CCC(C(=O)N3CCOCC3)CC2)n1 | 0 | 15 | 5 | 0.94 | 5 | 0.85 | 15 | -27 | 6
O=C(NCCCc1ccccc1)C(=O)c1c[nH]c2ccccc12 | -8 | -4 | 31 | 0.94 | 1 | 0.79 | 21 | 6 | 6
CN(/N=C/c1ccc2c(c1)OCO2)c1ccccc1 | 5 | 28 | 1 | 1 | 0 | 0.93 | 8 | 15 | -5
COc1ccc(Cc2nc(-c3cccnc3)no2)cc1OC | 9 | -8 | 3 | 1 | 5 | 1.1 | -8 | -5 | -3
CC1=C(C)C(=O)N(c2ccc(C(=O)O)cc2)C1=O | -8 | -11 | -58 | 0.91 | -2 | 1 | -4 | -5 | 9
CCC(=O)N1CCc2cc(S(=O)(=O)CCC(=O)Nc3ccc(C)c(F)c3)ccc21 | -2 | -5 | 13 | 1.1 | -12 | 0.97 | 3 | -2 | -8
CCOC(=O)[C@@H]1[C@H]2COc3ccc(Br)cc3[C@H]2N2C(=O)N(c3ccc(C)cc3)C(=O)[C@@]12C | 14 | 19 | 6 | 0.95 | 0 | 0.9 | 10 | 8 | 5
CCc1cccc(CC)c1NC(=O)COC(=O)CC1c2ccccc2CCN1S(=O)(=O)c1ccc(F)cc1 (centres undefined) | 12 | 24 | 5 | 1.3 | 4 | 1 | -1 | 16 | -35
COC(=O)c1cc(NC(=O)CN2CCOCC2)cc(C(=O)OC)c1 | -1 | 17 | 15 | 1 | -12 | 1.2 | -20 | 11 | -4
Cc1ccc2nc3c(cc(C(=O)NC4CCCC4)c(=N)n3C3CCCCC3)c(=O)n2c1 | 3 | 4 | 20 | 0.87 | 0 | 0.7 | 30 | 6 | 13
CC1CCc2onc(C(=O)O)c2C1 (centres undefined) | 1 | 2 | 0 | 0.89 | -6 | 1.1 | -6 | 10 | 11
COC(=O)C1=C(C(=O)OC)[C@@H]2N(Cc3ccccc3)c3ccccc3[C@@]23C[C@@H](C(=O)OC)N(C(=O)NC2CCCCC2)C3=N1 | -1 | 2 | 8 | 0.91 | -5 | 1.1 | -6 | 5 | 10
Cc1cccc(NC(=O)NC2(C)CCS(=O)(=O)C2)c1 (centres undefined) | -9 | 13 | 22 | 1 | -7 | 0.87 | 13 | -1 | -3
Cc1c(NC(=O)C(C)OC(=O)c2cccnc2)c(=O)n(-c2ccccc2)n1C (centres undefined) | 3 | 2 | 8 | 1 | -2 | 1.2 | -25 | -20 | -1
COc1cccc(Nc2c(Nc3cccc(OC)c3)c(=O)c2=O)c1 | -10 | -31 | 9 | 1 | -4 | 0.98 | 2 | 0 | -4
CC1(C)C2CCC1(C)C(Nc1ccccc1)C2 (centres undefined) | -15 | 1 | 6 | 1 | -2 | 0.89 | 11 | -2 | -4
O=C(CCC(=O)OCC(=O)c1ccccc1)NC1CCCCC1 | 3 | 8 | 15 | 0.97 | -1 | 1.1 | -10 | -13 | 3
C/C(=N\NC(=O)c1sccc1C)c1cccnc1 | 5 | -17 | 21 | 0.92 | -4 | 0.96 | 4 | -1 | 8
COc1cccc(CC(=O)Nc2cc(C(F)(F)F)ccc2N2CCCC2)c1 | -3 | 15 | 11 | 0.88 | 4 | 1 | -4 | 9 | 12
Cc1ccc(/C=C2/NC(=O)N(Cc3ccccc3)C2=O)o1 | 2 | 25 | 19 | 0.92 | -3 | 1.1 | -7 | 9 | 8
Cc1ccc(NC(=O)C2CCN(S(=O)(=O)c3ccc4c(c3)NC(=O)C(C)S4)CC2)cc1Cl (centres undefined) | 11 | 11 | 7 | 2.4* | 3 | 1.5 | -53 | 19 | -137
O=C(/C=C/c1ccc(O)c(O)c1)c1ccc(S(=O)(=O)N2CCCCCC2)cc1 | 8 | 15 | 27 | 0.61 | 12 | 0.8 | 20 | 16 | 39
COc1ccc(NC(=O)COc2ccc3c(c2)CCC3)cc1S(N)(=O)=O | 2 | 1 | 19 | 1 | -35 | 0.98 | 2 | -4 | -3
COc1ccc(NC(=O)COC(=O)CC2CCCCC2)cc1 | 16 | 21 | -7 | 1.1 | -3 | 1 | -5 | 16 | -11
Cc1ccc(C)c(N2CCN(C(=O)CCCCn3c(=O)[nH]c4ccccc4c3=O)CC2)c1 | 25 | 41* | 16 | 0.9 | -18 | 1 | 0 | 31 | 10
COc1ccc(C(=O)NCCCCCC(=O)N/N=C/c2ccco2)cc1OC | 5 | 0 | 8 | 0.94 | -7 | 1 | -3 | -2 | 6
Cc1nn(-c2ccccc2)c(C)c1/C=N/N1CCN(c2ccccc2)CC1 | 1 | 27 | 16 | 0.98 | -1 | 0.84 | 16 | 1 | 2
Cc1nc(N2CCCCC2)c2c(C)c(C(=O)Nc3ccccc3C(F)(F)F)sc2n1 | -29 | 14 | 24 | 1 | 7 | 0.96 | 4 | 20 | -2
Cc1ccc(NC(=O)c2c(-c3ccccc3)noc2C)nc1 | 5 | 19 | 17 | 1 | 0 | 0.99 | 1 | -14 | -1
CC(C)[C@H](NC(N)=O)C(=O)NNC(=O)COc1cccc(C(F)(F)F)c1 | 3 | 3 | -12 | 1 | -6 | 1.3 | -26 | -24 | 0
CCc1sc(C(=O)Nc2ccc3c(c2)OCO3)cc1C | 4 | -17 | 30 | 1.2 | 19 | 0.89 | 11 | 6 | -15
CCOc1ccc(NC(=O)c2cccc3ccccc23)cc1 | 16 | 6 | 27 | 0.96 | -3 | 1 | -4 | 6 | 4
CCOc1ccc(C(=O)NN2C(=S)NC(C)(C)C=C2C)cc1 | 2 | 12 | 7 | 0.69 | 6 | 1.2 | -22 | 14 | 32
CCC(=O)Nc1nc(C)c(C(=O)Nc2cccc(Cl)c2)s1 | 39 | 2 | 25 | 1.1 | 3 | 1 | -4 | 11 | -7
CCN(C[C@H]1N[C@@](CC)(C(=O)OC)[C@H]2C(=O)N(C)C(=O)[C@@H]12)C(=O)c1ccccc1 | 12 | -6 | 14 | 1 | 2 | 1.2 | -21 | -7 | 0
Cc1ccc(CCCOC(=O)C[N+]2(C)CCCC2)cc1 | -14 | 12 | 9 | 0.97 | 8 | 0.93 | 7 | 0 | 3
O=S(=O)(c1ccc(F)cc1)N1CCCN(c2nccc(C(F)(F)F)n2)CC1 | 1 | 36 | 3 | 1.1 | -9 | 1.2 | -20 | -1 | -9
COc1ccccc1-n1c(SCC(=O)c2ccc(O)cc2O)nc2cc([N+](=O)[O-])ccc21 | 4 | 41* | 17 | 0.9 | 10 | 1.1 | -10 | 11 | 10
Cc1ccccc1NC(=O)CSc1nc2c(c(-c3ccco3)c1C#N)CCCC2 | 5 | 13 | 8 | 0.92 | 2 | 0.91 | 9 | -9 | 8

Next results follow:
SMILES | TIM10 inh | tim10-1 inh | NALP3 yeast inh | mIAP act | ATG4B inhibitor | hIAP activ | hIAP inh | Apaf-1 inh | mIAP inh
CC(C)Oc1ccc(C(=O)Nc2ccc3c(c2)n(C)c(=O)n3C)cc1 | -3 | 5 | 9 | 1.1 | -7 | 0.98 | 2 | 1 | -6
Cc1ccc(-c2cc(C(=O)N3CCCc4ccccc43)no2)cc1 | 19 | 35 | 12 | 0.92 | 33 | 0.94 | 6 | 19 | 8
O=C(NCc1ccco1)C1CN(S(=O)(=O)c2ccccc2)CCN1S(=O)(=O)c1ccccc1 (centres undefined) | 22 | 16 | 12 | 0.89 | 9 | 0.97 | 2 | 8 | 11
C[C@H](CO)N1C[C@H](C)[C@@H](CN(C)S(=O)(=O)c2cccs2)Oc2ccc(NS(=O)(=O)c3cn(C)cn3)cc2C1=O | 3 | -1 | 19 | 1 | -11 | 0.85 | 15 | -1 | -2
CCCCOc1ccc(S(=O)(=O)N2CCCCC2)cc1 | 21 | 28 | 41 | 0.87 | -1 | 1.1 | -6 | 20 | 13
CCOc1ccc(N2C(=O)/C(=C/c3cc(OC)c(OC)c(OC)c3)N(CC(=O)OC)C2=S)cc1 | 31 | 31 | 17 | 0.9 | -16 | 0.83 | 17 | 8 | 10
CCC(=O)Nc1cccc(NC(=O)CSc2nnc(-c3ccc(NS(C)(=O)=O)cc3)n2CC)c1 | 2 | 17 | -6 | 0.96 | 1 | 1.1 | -9 | -7 | 4
CCCOc1ccc(C(CC(=O)O)NC(=O)C(c2ccccc2)c2ccccc2)cc1 (centres undefined) | 0 | 5 | -7 | 0.99 | -15 | 0.96 | 4 | -7 | 1
Cc1ccccc1COC(=O)CCCC1=NS(=O)(=O)c2ccccc2N1 | 8 | -3 | 7 | 0.96 | 1 | 1.1 | -7 | 10 | 4
Cc1ccc(S(=O)(=O)NN2C(=O)c3ccccc3NC2(C)C)cc1 | 12 | 11 | 7 | 1 | -6 | 0.97 | 3 | 0 | -3
COCC(=O)Nc1nnc(C2CCCCC2)s1 | 2 | 8 | 12 | 0.95 | -4 | 0.86 | 14 | -3 | 5
